Screening results: PubChem BioAssay, Sanford-Burnham Center for Chemical Genomics
SENP8 block-1 = inhibitors of human SENP8 protease; Q96LD8; purified SENP8, Z-RLRGG-aminoluciferin cleavage, luminescence; inhibition, % at 10 µM; actives 1.2% (n = 330,000); AID 2540; in the data active = inhibition above about 50%
Target sequence (Q96LD8 whole entry, looked up): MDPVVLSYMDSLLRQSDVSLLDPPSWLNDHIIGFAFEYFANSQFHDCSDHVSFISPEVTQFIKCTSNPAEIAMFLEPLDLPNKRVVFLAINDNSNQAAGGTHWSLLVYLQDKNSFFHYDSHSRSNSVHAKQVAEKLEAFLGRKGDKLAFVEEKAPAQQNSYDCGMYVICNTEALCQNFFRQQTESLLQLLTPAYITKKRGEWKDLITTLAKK
SENP1 FRET inh = inhibitors of human SENP1 SUMO protease catalytic domain | Q9P0U3 | recombinant SENP1 catalytic domain, CyPet-SUMO1-YPet FRET cleavage | inhibition, % at 10 µM | actives 0.21% (n = 360,000) | AID 624204;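 active = inhibition at least 30% at 10 µM, raw YFP signal under a set limit, fluorescence ratio 0.5 to 1.5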;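 also: 0% = enzyme with DMSO and 100% = no enzyme wells; some results filed as inactive read as strong as hits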
Target sequence (Q9P0U3 419-644 limits assumed): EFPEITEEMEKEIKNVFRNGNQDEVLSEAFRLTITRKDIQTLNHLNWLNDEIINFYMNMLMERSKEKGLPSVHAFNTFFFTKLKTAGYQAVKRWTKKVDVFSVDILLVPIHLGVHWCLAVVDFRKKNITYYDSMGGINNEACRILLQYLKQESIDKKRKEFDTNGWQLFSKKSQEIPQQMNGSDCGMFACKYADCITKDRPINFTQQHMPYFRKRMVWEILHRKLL
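system = hSENP1 catalytic domain, recombinant | reagent = SFCypet-SUMO1-SFYpet substrate at 25 nM | doses = one dose per compound, 10 µM, 0.5% DMSO | incubation = enzyme reaction for 50 min at room temperature, dark | measured by = FRET, CFP and YFP emission | controls = no-enzyme low, enzyme-DMSO high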
SENP8 block-2 = SENP8 (human) protease inhibition | recombinant SENP8, Nedd8 substrate fluorescence | AID 602440 | Q96LD8 | actives 0.64% (n = 360,000) | inhibition, % at 20 µM; in the data active = inhibition mostly above about 40%, no sharp cut-off; inactive = mostly below about 27%
Apaf-1 inh = blocks human Apaf-1 apoptosome activity | O14727 | reconstituted apoptosome caspase-3 activity, DEVD-Rh110 fluorescence | actives 0.71% (n = 330,000) | inhibition, % at 20 µM | AID 489030; active = inhibition of at least 40% at 20 µM;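 also: plate controls were DMSO wells for no effect and DEVD-CHO caspase inhibitor wells for full effect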
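Material: reconstituted apoptosome with Apaf-1, cytochrome c, caspase-9, procaspase-3, dATP; medium: pH 7.5 Hepes buffer with CHAPS, BSA, DTT; also added: cytochrome c and DEVD-Rh110 substrate; timing: 30 min plus 50 min, RT; signal: Rh110 fluorescence intensity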
SENP7 block = SENP7 protease inhibition. recombinant SENP7, Z-RLRGG-aminoluciferin luminescence, 40 min. AID 434973. actives 1.5% (n = 330,000). inhibition, % at 5 µM. Q9BQF6;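 active = inhibition above about 50% at the single test dose, limit read from the data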;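 also: plate controls were DMSO with enzyme for no effect and no enzyme buffer wells for full effect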
Target sequence (Q9BQF6 706-1050 limits assumed): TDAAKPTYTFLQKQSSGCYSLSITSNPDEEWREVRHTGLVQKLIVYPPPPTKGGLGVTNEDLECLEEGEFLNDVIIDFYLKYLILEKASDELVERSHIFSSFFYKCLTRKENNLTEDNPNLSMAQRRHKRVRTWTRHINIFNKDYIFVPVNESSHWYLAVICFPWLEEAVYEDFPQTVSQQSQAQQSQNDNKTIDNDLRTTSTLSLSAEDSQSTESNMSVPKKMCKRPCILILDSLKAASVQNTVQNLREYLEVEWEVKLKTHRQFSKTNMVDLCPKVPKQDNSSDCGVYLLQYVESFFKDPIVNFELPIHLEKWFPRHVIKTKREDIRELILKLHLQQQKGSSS
UBC13 inh = human UBC13 polyubiquitination inhibition; P61088; UBC13 polyubiquitin chain formation, TR-FRET; inhibition, % at 20 µM; actives 0.47% (n = 330,000); in the data active = inhibition above about 45%, passing the limit was not always enough
Target sequence (P61088 whole entry, looked up): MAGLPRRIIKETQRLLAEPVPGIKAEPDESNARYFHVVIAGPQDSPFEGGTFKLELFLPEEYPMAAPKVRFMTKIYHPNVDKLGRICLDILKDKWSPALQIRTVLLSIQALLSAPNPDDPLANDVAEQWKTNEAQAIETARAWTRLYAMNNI
SENP6 inh = blocks the human protease SENP6 | AID 2599 | Recombinant SENP6 catalytic domain, aminoluciferin luminescence | actives 1.8% (n = 330,000) | inhibition, % at 10 µM;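 active = inhibition above about 50% at the single tested dose, limit read from the data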;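 also: plate controls were DMSO wells with enzyme for no effect and DMSO wells lacking enzyme for full effect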
APOBEC3G inh = blocks human APOBEC3G single-stranded DNA deamination; Q9HC16; recombinant A3G, ssDNA deamination FAM/TAMRA fluorescence; inhibition, % at 20 µM; actives 0.28% (n = 330,000); AID 493012;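 active = inhibition of at least 40% at 20 µM, with no more than 30% in the related APOBEC3A deaminase screen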;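 also: plate controls were DMSO wells with A3G for no effect and wells lacking A3G enzyme for full effect; some compounds called inactive have numbers as strong as hits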
* marks the source's active call; other numbers are inactive results; . = no result given. Hits appear at their usual frequency; 3.6% or so of the library scored in one or more.

Start of the data: the first 3 records as a preview:
No.	SMILES	SENP8 block-1	SENP1 FRET inh	SENP8 block-2	Apaf-1 inh	SENP7 block	UBC13 inh	SENP6 inh	APOBEC3G inh
1	Cc1c(C(=O)N2CCCCC2)nnn1-c1nonc1N	-3	2	21	-5	6	5	5	-6
2	COc1cccc(-n2cnc(=O)c3cccnc32)c1	1	0	4	-10	2	4	-3	-6
3	COc1ccc([N+](=O)[O-])cc1NS(=O)(=O)c1ccccc1	-8	1	20	-12	-9	-3	-4	-7

Results, previewed entries included:
No.	SMILES	SENP8 block-1	SENP1 FRET inh	SENP8 block-2	Apaf-1 inh	SENP7 block	UBC13 inh	SENP6 inh	APOBEC3G inh
1	Cc1c(C(=O)N2CCCCC2)nnn1-c1nonc1N	-3	2	21	-5	6	5	5	-6
2	COc1cccc(-n2cnc(=O)c3cccnc32)c1	1	0	4	-10	2	4	-3	-6
3	COc1ccc([N+](=O)[O-])cc1NS(=O)(=O)c1ccccc1	-8	1	20	-12	-9	-3	-4	-7
4	CC(Sc1ccc(Cl)cc1)C(=O)NCC(c1ccco1)N1CCCCC1 (stereo not drawn)	-17	0	6	20	4	-2	5	-9
5	CC(C)COCC(O)CCC(=O)NNC(=S)Nc1ccccc1 (stereo not drawn)	-7	0	30	3	-8	7	-7	-7
6	Cc1nc2ccc(NC(=O)NCCO)cc2s1	7	-35	-301	-2	6	9	9	-1
7	N#Cc1nc(NCC(F)F)nc(Nc2cc(F)cc(F)c2)n1	-9	0	2	16	-6	2	-20	-12
8	CS(=O)(=O)NCCCCNc1ccc(C(F)(F)F)cc1[N+](=O)[O-]	-15	2	13	7	-6	-16	-20	0
9	Cc1cc(C)cc(OCC(=O)N(C)CC(=O)Nc2ccc(Cl)c(C(F)(F)F)c2)c1	1	0	6	22	8	8	-7	0
10	O=C(c1ccco1)N1CCN(C(c2cccs2)c2sc3ncnn3c2O)CC1 (stereo not drawn)	3	1	1	-8	-4	4	11	0
11	O=C(COc1ccc2c(c1)OCO2)Nc1ccc2c(c1)oc1ccccc12	-7	-2	9	7	-4	-12	-19	-7
12	CC1=C(C(=O)N2CCN(C(=O)c3ccco3)CC2)C2(CCC(C)CC2)OC1=O (stereo not drawn)	6	3	21	-10	-1	1	-14	-2
13	COc1ccccc1/C=C/c1nc(S(=O)(=O)c2ccccc2)c(N2CCC(C(N)=O)CC2)o1	1	-149	-418	13	23	5	6	2
14	COc1ccc(C(NC(=O)CC(C)C)NC(=O)CC(C)C)cc1OC	5	0	9	2	3	2	-1	-2
15	CCN(CC)S(=O)(=O)c1cc(C(=O)OCC(=O)Nc2cccc(S(=O)(=O)N(C)C)c2)ccc1F	7	3	19	-6	3	7	0	-6
16	CCOc1ccc(NC(=O)CN(C)C(=O)COc2cccc(CC)c2)cc1OCC	4	1	15	10	-1	-8	-12	-2
17	CC1OC(OCC2OC(Oc3c(-c4ccc(O)cc4)oc4cc(O)cc(O)c4c3=O)C(O)C(O)C2O)C(O)C(O)C1O (stereo not drawn)	2	-7	14	-25	6	-15	-24	9
18	Clc1ccccc1CN1CCN(/N=C/C=C/c2ccco2)CC1	-4	-1	20	-5	7	-16	-21	-6
19	O=C(/C=C/c1cccs1)c1ccc(N2CCOCC2)cc1	72*	14	-1	5	87*	-12	84*	-16
20	COc1ccc(-c2cc(CNC(=O)CN(C)Cc3ccccc3)on2)cc1	3	-1	30	2	-5	8	7	-4

Whole records, looked up by structure. Values in the order: SENP8 block-1 | SENP1 FRET inh | SENP8 block-2 | Apaf-1 inh | SENP7 block | UBC13 inh | SENP6 inh | APOBEC3G inh
Entry for CC(Sc1ccc(Cl)cc1)C(=O)NCC(c1ccco1)N1CCCCC1 (stereo not drawn) → -17 | 0 | 6 | 20 | 4 | -2 | 5 | -9
Entry for COc1ccc(C(NC(=O)CC(C)C)NC(=O)CC(C)C)cc1OC → 5 | 0 | 9 | 2 | 3 | 2 | -1 | -2
Entry for CCOc1ccc(NC(=O)CN(C)C(=O)COc2cccc(CC)c2)cc1OCC → 4 | 1 | 15 | 10 | -1 | -8 | -12 | -2

Following part:
No.	SMILES	SENP8 block-1	SENP1 FRET inh	SENP8 block-2	Apaf-1 inh	SENP7 block	UBC13 inh	SENP6 inh	APOBEC3G inh
21	O=C(c1sc2ccccc2c1Cl)N1CCN(c2ccc(F)cc2)CC1	5	1	24	29	-1	-4	2	0
22	COc1ccc(C2C(C(=O)Nc3cccc(C)n3)c3ccccc3C(=O)N2C)cc1OC (stereo not drawn)	8	0	13	9	6	-2	-3	-2
23	COCCNC(=S)N(CCc1c(C)[nH]c2ccc(C)cc12)Cc1cc(OC)c(OC)c(OC)c1	-13	1	12	8	-12	4	-9	-14
24	O=C(/C=C/Nc1cccc(F)c1)c1ccco1	52*	-77	-265	0	73*	0	82*	-3
25	COc1ccccc1N(CC(=O)NC1CCCC1)C(=O)CCCC(=O)Nc1ccccn1	-5	-2	13	3	-1	-3	-14	-4
26	CCOC(=O)c1[nH]c(C)c(C(=O)C(C)C)c1C	-11	2	4	7	-13	2	-14	-9
27	Cc1ccc(-c2cccc(-c3cc(=O)oc4ccc(C(C)(C)C)cc34)c2)cc1	.	2	-11	30	-7	.	.	1
28	O=C(COc1ccccc1[N+](=O)[O-])Nc1cccc(C(=O)Nc2ccccc2C(=O)O)c1	-3	1	1	6	3	-6	19	-4
29	CCc1cccc(NS(=O)(=O)c2ccc3c(c2)CCC(=O)N3)c1	-4	-2	2	7	-8	0	-11	-7
30	CC(C)n1c(SCC(=O)Nc2ccc(F)cc2)nnc1C1CC1	-1	1	10	-1	-5	3	8	-8
31	COC(=O)c1c(NC(C)=O)sc(C)c1C	-3	0	-7	-9	-1	8	-12	-5
32	CCC(=O)N1N=C(c2ccc(C)o2)CC1c1ccc(Br)cc1 (stereo not drawn)	-8	1	-74	12	-4	-8	-22	-7
33	N#Cc1ccc(NC(=O)c2cccs2)nc1	20	0	-3	-4	46	2	17	-7
34	O=S(=O)(Nc1cccc2ccccc12)c1ccccc1	5	1	6	8	2	7	-14	5
35	Cc1ccc(NS(=O)(=O)c2cc(-c3cc(C)no3)ccc2C(C)C)nc1	-3	-15	-298	3	4	2	-7	-7
36	CCCCOc1ccc(Cc2n[nH]c(=S)n2N)cc1	-4	0	10	12	10	0	5	-1
37	COC(=O)c1cc(NC2c3ncccc3C(=O)N2Cc2ccccc2)cc(C(=O)OC)c1 (stereo not drawn)	4	3	-55	13	1	-2	21	-3
38	Cc1sc2nc(CN3CCCC3)nc(N3CCN(S(=O)(=O)c4cccc(F)c4)CC3)c2c1C	4	-93	-307	38	3	16	2	-9
39	Cc1cc(NC(=O)CSc2nnnn2Cc2ccccc2)no1	-7	2	34	-5	-8	-3	-11	-4
40	Cc1cccc(Nc2ncccc2C(=O)NCc2cccs2)c1C	-2	0	22	15	-3	9	-4	-2
41	Cc1nc(C)c(CC(=O)N2CCc3c([nH]c4ccccc34)C2c2ccccn2)s1 (stereo not drawn)	0	-61	-41	2	-1	9	-2	-4
42	COc1ccc(CCNC(=O)c2cc3cc(F)ccc3nc2C)cc1OC	2	0	16	-13	5	-8	-17	-7
43	C=CCOc1c(CNC2CCCC2)cc(Cl)cc1OC	4	3	30	-12	-1	-2	24	-3
44	C[C@H](CO)N1C[C@H](C)[C@@H](CN(C)S(=O)(=O)c2ccccc2)Oc2ccc(NS(=O)(=O)c3ccc(F)cc3)cc2C1=O	-5	1	5	12	3	-3	-3	0
45	Cc1ccc(Nc2nnc(SCC(=O)Nc3ncc(C(F)(F)F)cc3Cl)s2)cc1	-9	-2	18	11	-4	-1	-16	0
46	CCc1c(C(=O)Nc2ccc(OC)c(Cl)c2)[nH]c(C)c1C(C)=O	5	0	7	15	6	-6	-3	1
47	O=C(N[C@H]1C/C=C\C[C@@H](CC(=O)N(CCO)Cc2ccccc2)C(=O)NC[C@H](c2ccccc2)OC1=O)OCC1c2ccccc2-c2ccccc21	12	-3	1	25	-3	5	-7	-8
48	COc1ccc(-c2oc3ccc(-c4ccc5c(c4)OCO5)cc3c2C#CC2(O)CCCCC2)cc1	-14	-6	-481	10	-20	-13	-22	-16
49	O=C(CN1C(=O)c2ccccc2C1=O)NCC(=O)OCC(=O)c1cccc([N+](=O)[O-])c1	7	-2	7	-1	8	4	-14	-4
50	Cc1ccc(S(=O)(=O)N2[C@@H](c3ccc(C(C)(C)C)cc3)C(C(=O)O)=CC[C@H]2c2ccc3c(c2)OCO3)cc1	4	-2	-5	9	2	-19	3	-5
51	Cc1ccc(Cn2nc(C)c3cc(C(=O)OCC(N)=O)sc32)cc1	11	1	5	15	-3	-7	4	-1
52	CC(C)Nc1nc(NC(C)C)nc(N(C#N)CCOc2ccc(Cl)cc2Cl)n1	-7	2	9	17	-3	-2	-8	-3
53	COc1ccc(OC)c(S(=O)(=O)N2C(C)CCCC2C)c1 (stereo not drawn)	-9	0	16	2	-4	-8	-8	-6
54	COc1cc(Cl)c(S(=O)(=O)NCCCN2CCOCC2)cc1Cl	1	0	1	-2	2	-4	9	-1
55	CCc1nc2n(n1)C(O)c1cc([N+](=O)[O-])ccc1S2 (stereo not drawn)	-4	-1	22	-5	6	-6	-6	1
56	Cn1c(CSCc2ccccc2)nnc1SCC(=O)Nc1ccc(C(=O)O)cc1	-6	1	6	4	-9	-3	-8	-4
57	FC(F)(F)c1ccc(-n2cn[nH]c2=S)cc1	-2	0	23	-18	0	-1	-15	30
58	O=C(NCCO)/C(=C/c1ccco1)NC(=O)c1ccco1	-8	-6	10	-3	-5	-8	-25	-1
59	CCN(c1ccccc1)c1ncnc2c1cnn2-c1ccccc1	-13	-1	10	17	1	0	-13	-9
60	Cc1ccc2cc(NC(=O)c3ccccc3C)ccc2n1	16	-2	3	3	44	5	44	-4
61	O=C1CC(SCCc2nc3ccccc3[nH]2)C(=O)N1c1ccc(F)cc1 (stereo not drawn)	-9	-2	4	-1	-11	1	-12	-6
62	Cc1noc(C)c1S(=O)(=O)Nc1ccc2c(c1)C(=O)N([C@H](C)CO)C[C@H](C)[C@@H](CN(C)S(=O)(=O)c1ccc(F)cc1)O2	2	-1	-8	12	9	0	-7	-3
63	COc1cccc(/C=N/Nc2nc(N3CCCC3)nc(N3CCCC3)n2)c1O	0	1	1	5	19	-12	-14	0
64	COc1cccc(-c2nc(CS(=O)(=O)CC(=O)NC3CCCCCC3)c(C)o2)c1	3	3	23	12	-6	-4	-8	2
